Assay outcomes as filed in PubChem.
PP1 counter: PP1-alpha (human) inhibition in PP5 counter-screen. 0.9% of 320,000 active. purified PP1alpha, OMFP fluorescence. P62136. inhibition, % at 6.7 µM;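 active means inhibition above the mean inhibition of all tested compounds plus 3 SD, computed separately for each screening campaign, cut at about 15% in these data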
GASC-1 inh: human JMJD2C demethylase inhibition; Q9H3R0; GST-JMJD2C(1-420) H3K9me3 demethylation, DELFIA europium; inhibition, % at 2.35 µM; 0.069% of 330,000 active; AID 2099;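 active means more than half of a compound's replicate wells show inhibition beyond 50%, single wells judged on their own value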;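 further: signal counts dimethyl H3K9 product captured on neutravidin plate; 0% = median of DMSO wells and 100% = 0.3 times that DMSO median; strong numbers were not always called active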
HCV core dimer: blocks dimerization of HCV core protein; TR-FRET GST/Flag-core106 dimerization, 1536-well; inhibition, % at 5 µM; 0.33% of 300,000 active; AID 1899;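 active means inhibition above the mean of all tested compounds plus 3 SD, set per screening campaign, cut at about 45% in these data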
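Assay system – GST-tagged and Flag-tagged HCV core protein residues 1-106 · Quantity – core106 proteins, GST 13.5 nM and Flag 17 nM · Benchmarks – unlabelled core106 and no-GST-core106 wells · Read-out basis – percent inhibition of core106 dimerization signal · Detection – time-resolved FRET, ex 340 nm, em 617 and 671 nm · Schedule – 4 h at 22.5 °C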
procasp7 counter: counter-screen: procaspase-7 (human) activation; P55210; recombinant procaspase-7, Ac-DEVD-pNA absorbance 405 nm; D23A/D198A/D206A triple mutant, cannot self-cleave; scale: DMSO 0, 5 µM enzyme 100; activation, % at 8.5 µM; 0.093% of 330,000 active; AID 463210;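 active means percent activation above the screen-wide mean plus 3 SD, cut at about 25% in these data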
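Detection: p-Nitroaniline absorbance at 405 nm, read at 0 and 120 min; system: Uncleavable procaspase-7 mutant enzyme; evaluation: % activation from two-timepoint absorbance difference, scaled to controls; times: 1 h enzyme–compound preincubation and 2 h substrate reaction, both 25 °C; buffer or medium: Zinc-free HEPES pH 7.4 with 300 mM NaCl, 0.01% Triton X-100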
procasp3 activ: activates human procaspase-3 | P42574 | 0.11% of 330,000 active | activation, % at 8.5 µM | recombinant procaspase-3 D3A, Ac-DEVD-pNA absorbance 405 nm;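 active means activation above the mean of all tested compounds plus 3 SD, cut at about 21% in these data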;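 further: 0% = DMSO alone and 100% = DMSO wells spiked with extra 5 µM PC-3 D3A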
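Assay system: Procaspase-3 D3A mutant, all three cleavage aspartates alanine. Buffer or medium: Zinc-free HEPES saline buffer with Triton X-100. Times: 1 h compound preincubation, 2 h substrate hydrolysis at 25 °C. Measured by: 405 nm absorbance of p-nitroaniline, reads at 0 and 120 min. Read-out basis: percent activation relative to control range. Replicates: singlicate.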
GRK2 inh: inhibitors of human GRK2 displacing RNA aptamer. inhibition of aptamer binding, % at 10 µM. bead flow cytometry, FAM-aptamer displacement from GRK2. P25098. 0.59% of 330,000 active. AID 488847;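 active means inhibition of aptamer binding above 40%, roughly 3 SD of noise, on plates passing a quality check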;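 further: median bead fluorescence of bound FAM aptamer so fluorescent compounds give negative values; no value below 0 was filed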
VLA-4 inh: inhibition in a human VLA-4 binding assay. P13612. VLA-4 expressing cells, ligand binding flow cytometry. inhibition, % (about 7 µM as worked out from the volumes in the protocol). 0.2% of 330,000 active; in the data active means inhibition above about 50%
Target sequence (P13612 whole entry, looked up): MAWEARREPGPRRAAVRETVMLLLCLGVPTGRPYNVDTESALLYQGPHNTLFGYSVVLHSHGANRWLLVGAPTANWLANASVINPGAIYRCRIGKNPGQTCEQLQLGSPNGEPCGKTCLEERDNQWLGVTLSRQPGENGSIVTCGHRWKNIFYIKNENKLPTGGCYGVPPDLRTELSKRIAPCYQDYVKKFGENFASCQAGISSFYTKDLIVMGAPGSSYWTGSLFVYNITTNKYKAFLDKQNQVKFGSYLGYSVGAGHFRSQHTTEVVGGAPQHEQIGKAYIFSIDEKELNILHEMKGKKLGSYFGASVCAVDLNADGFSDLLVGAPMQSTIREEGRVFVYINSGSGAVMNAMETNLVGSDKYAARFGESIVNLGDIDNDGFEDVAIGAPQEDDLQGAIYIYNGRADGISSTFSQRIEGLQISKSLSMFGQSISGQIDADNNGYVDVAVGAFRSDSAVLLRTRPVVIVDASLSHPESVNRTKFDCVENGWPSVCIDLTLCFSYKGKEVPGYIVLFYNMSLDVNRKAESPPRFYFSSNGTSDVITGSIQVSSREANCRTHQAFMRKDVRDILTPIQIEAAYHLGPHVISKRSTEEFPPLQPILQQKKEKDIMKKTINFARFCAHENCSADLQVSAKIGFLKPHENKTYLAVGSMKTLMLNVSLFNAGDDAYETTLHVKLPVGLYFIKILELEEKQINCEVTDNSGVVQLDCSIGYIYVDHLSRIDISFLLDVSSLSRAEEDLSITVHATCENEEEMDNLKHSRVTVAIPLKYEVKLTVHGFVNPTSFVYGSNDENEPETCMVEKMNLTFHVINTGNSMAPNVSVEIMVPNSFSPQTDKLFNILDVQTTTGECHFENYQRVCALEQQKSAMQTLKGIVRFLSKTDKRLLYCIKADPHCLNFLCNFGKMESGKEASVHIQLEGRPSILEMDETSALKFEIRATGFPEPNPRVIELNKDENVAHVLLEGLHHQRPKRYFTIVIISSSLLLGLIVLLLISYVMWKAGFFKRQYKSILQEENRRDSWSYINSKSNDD
Fh CTSL1 inh: cathepsin L1 inhibition, PFM18AAP counter-screen; 0.49% of 300,000 active; recombinant F. hepatica cathepsin L1, Z-Leu-Arg-MCA fluorescence; inhibition, % at 5.96 µM;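 active means inhibition above the mean of all tested compounds plus 3 SD, set per screening campaign, cut at about 17% in these data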;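 further: 0% = plate median of test compound wells and 100% = 1 µM Z-Phe-Ala-diazomethylketone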
PP5 inh: blocks human protein phosphatase 5 activity | P53041 | purified PP5c, OMFP substrate fluorescence | inhibition, % at 6.7 µM | 0.18% of 320,000 active | AID 1987;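 active means inhibition above the campaign's mean inhibition across all tested compounds plus 3 SD, cut at about 9.5% in these data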;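 further: 0% = DMSO only and 100% = 100 µM cantharidin control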
* hit, by the source's call; · = no result given.

SMILES	PP1 counter	GASC-1 inh	HCV core dimer	procasp7 counter	procasp3 activ	GRK2 inh	VLA-4 inh	Fh CTSL1 inh	PP5 inh
O=[N+]([O-])c1c(NCCO)cc(N2CCN(Cc3ccc4c(c3)OCO4)CC2)c2nonc12	-7	1	10	-7	6	0	-2	1	1.6
OCCCn1c(-c2ccccc2)n[nH]c1=S	-3	-2	-5	-6	-3	0	-4	-2	-1.4
Cc1nc(-c2ccc(S(=O)(=O)Nc3cc(F)ccc3F)cc2)co1	-4	-3	0	1	-5	0	-8	6	-1.1
Cc1ccc(NC(=O)COC(=O)c2cc(=O)c3ccccc3o2)cc1F	-5	-6	·	4	0	1	-27	·	-1.5
COc1cc(CN2CCNC(=O)C2CC(=O)N2CCc3ccccc3C2)cc(OC)c1 (stereo not given)	7	-13	-2	-6	0	0	-35	0	4.3
COc1ccc(-n2c(SCC(=O)Nc3ccc(NC(C)=O)cc3)nc3ccccc3c2=O)cc1	0	-10	-65	3	13	1	4	3	-1.3
CNC(=O)C1CC(=O)N(CCc2ccc(OC)c(OC)c2)C(=Nc2ccc(F)cc2)S1 (stereo not given)	-5	-8	0	8	-9	1	5	-7	-0.6
CCOC(=O)C(=CNc1ccc(NC2=NCC(C)S2)cc1)C(=O)OCC (stereo not given)	-4	-2	-9	11	1	0	13	-8	1.9
CCOCCn1c(C(C)C)nc2ccccc21	-6	-6	-5	0	1	0	-3	1	1.0
O=C(Nc1ccccc1)Nc1ccc(Cl)c([N+](=O)[O-])c1	1	-1	9	0	9	0	9	3	1.9
CCN(CC)c1ccc(NC(=O)c2cc(OC)cc(OC)c2)c(C)c1	-5	-4	-12	-3	-2	4	27	0	3.8
C/C(=N\NC(=O)CSCc1ccc(Cl)cc1)c1ccc2c(c1)OCCO2	2	-13	5	3	-5	0	15	-1	3.0
COc1ccc(OC)c(C(=O)Nc2c(O)ccc3ccccc23)c1	-1	102	4	4	1	3	-4	0	1.7
Cc1cccc(C(=O)NC2CC3CCCC(C2)N3S(=O)(=O)c2ccccc2)c1 (stereo not given)	1	-1	-2	5	2	1	-5	0	0.4
C=CCn1c(SCC(=O)N(CC)C2CCS(=O)(=O)C2)nc2ccccc2c1=O (stereo not given)	-7	0	0	3	-1	1	-16	-6	-0.4
CC(C)N(CCNCc1nnc(-c2ccccc2)o1)C(C)C	-1	3	-1	5	6	2	7	0	0.2
COc1ccc(C2c3c(ncn(CCN4CCOCC4)c3=N)Oc3ccc4ccccc4c32)cc1 (stereo not given)	7	11	0	10	5	0	21	1	1.6
O=C(O)c1[nH]c2ccccc2c1C(c1ccccc1)c1c(C(=O)O)[nH]c2ccccc12	6	3	4	2	0	51*	-8	0	2.9
O=C(NC(=O)C(F)(F)F)Nc1ccc(S(=O)(=O)Nc2nccs2)cc1	-5	13	1	-3	3	2	6	-3	-0.7
O=C(NCCCn1ccnc1)/C(=C/c1ccc(Cl)cc1)NC(=O)c1ccccc1	-2	-29	5	-6	-29	0	7	1	-0.2
CCN1C(=O)C(CC(=O)NCCc2ccccc2)N(NC(=O)c2cccnc2)C1=S (stereo not given)	-1	-19	-6	-12	0	1	1	-1	0.0
CCC(=O)N1CCc2cc(S(=O)(=O)CCC(=O)N(C)c3ccc(OC)cc3)ccc21	-2	9	0	5	-3	1	-2	-3	0.1
O=C(N/N=C/c1cc([N+](=O)[O-])ccc1O)c1cccc2cc[nH]c12	29*	9	-5	2	-1	3	-1	-1	0.9
CN1CCC(OC(=O)COc2ccc(C(C)(C)C)cc2)CC1	-2	12	0	2	4	0	7	1	-2.6
Cc1ccc(Cl)cc1NC(=O)CN1CCN(C(=O)C2CCCO2)CC1 (stereo not given)	-4	-47	1	2	3	2	-8	0	-0.1
CC(C)C[C@H](NC(=O)c1nc[nH]c1C(=O)N1CCN(c2ccccc2)CC1)C(=O)OC(C)(C)C	1	1	-3	8	2	1	-1	3	4.2
CCOC(=O)C1=C(C)NC(C)=C(C(=O)OCC)C1C(=O)OC1CCOC1=O (stereo not given)	3	-4	-5	10	4	1	4	-1	2.2
COc1ccc(N2C(=O)/C(=C/c3cccs3)NC2=S)cc1	0	9	-7	-15	-11	2	14	1	1.5
CCOc1ccc(C(=O)CCC(=O)Nc2cc(C)ccn2)cc1	3	13	16	-6	9	0	-8	3	-1.9
COc1ccc(Cc2noc(CN3CCN(C4CCc5ccccc5C4)CC3)n2)cc1OC (stereo not given)	-3	-12	-6	-7	-2	0	13	0	2.0
S=C(Nc1ccc(Oc2ccccc2)cc1)N1CCOCC1	-1	-2	1	-4	-3	1	-3	0	1.7
CCC(=O)NC(=S)Nc1cccc(Cl)c1N1CCCC1	-2	4	-2	-1	9	0	-8	9	-0.7
CCNC(=O)NC(=O)CSc1nc2ccccc2n1CC(C)C	2	1	7	5	-9	3	13	5	-1.9
O=[N+]([O-])c1ccc(S(=O)(=O)NCC(c2cccnc2)N2CCc3ccccc3C2)cc1 (stereo not given)	0	-12	3	1	-3	0	1	-2	-2.4
O=S(=O)(NC1=NCCC1)c1ccc(F)cc1	-4	8	-4	1	3	1	10	0	-1.6
Nc1c(N2CCCCC2)c2ccccc2oc1=O	0	11	-8	4	-7	1	-12	0	2.6
CC(=O)c1ccc(-n2ccnc2)cc1	-6	-26	5	2	-8	0	1	3	-1.4
Cc1nn(C)c(C)c1S(=O)(=O)N(CC(=O)NCCN1CCOCC1)c1ccc(C(C)C)cc1	-4	5	13	8	5	0	21	-1	-2.3
Nc1nc(CSc2ncn[nH]2)nc(Nc2ccc(F)cc2)n1	-5	0	10	-5	0	0	5	-9	2.2
COc1ccc(S(=O)(=O)Nc2ccccc2C(=O)NC2CC2)cc1NC(C)=O	0	6	·	4	7	0	6	·	3.0

By substructure, the compounds so far with an NH in an aromatic ring
SMILES	PP1 counter	GASC-1 inh	HCV core dimer	procasp7 counter	procasp3 activ	GRK2 inh	VLA-4 inh	Fh CTSL1 inh	PP5 inh
OCCCn1c(-c2ccccc2)n[nH]c1=S	-3	-2	-5	-6	-3	0	-4	-2	-1.4
O=C(O)c1[nH]c2ccccc2c1C(c1ccccc1)c1c(C(=O)O)[nH]c2ccccc12	6	3	4	2	0	51*	-8	0	2.9
O=C(N/N=C/c1cc([N+](=O)[O-])ccc1O)c1cccc2cc[nH]c12	29*	9	-5	2	-1	3	-1	-1	0.9
CC(C)C[C@H](NC(=O)c1nc[nH]c1C(=O)N1CCN(c2ccccc2)CC1)C(=O)OC(C)(C)C	1	1	-3	8	2	1	-1	3	4.2
Nc1nc(CSc2ncn[nH]2)nc(Nc2ccc(F)cc2)n1	-5	0	10	-5	0	0	5	-9	2.2

Further results.
SMILES	PP1 counter	GASC-1 inh	HCV core dimer	procasp7 counter	procasp3 activ	GRK2 inh	VLA-4 inh	Fh CTSL1 inh	PP5 inh
CCN(CC)CC(=O)NN(Cc1ccccc1)c1ccccc1	0	16	-4	5	-3	2	7	7	1.6
COc1ccccc1C1C2C(=O)N(c3ccccc3)C(=O)C2ON1c1ccccc1 (stereo not given)	-6	-2	-2	1	-7	4	2	1	4.7
O=C(CN1C(=O)C2CCCCC2C1=O)Nc1ccc(S(=O)(=O)Nc2ncccn2)cc1 (stereo not given)	-4	-13	0	3	-79	2	-3	-2	3.3
C/C(=N\NC(=O)c1csc(C)c1C)c1ccco1	2	-15	-1	0	-2	0	14	1	1.2
Cc1ccc(-c2cc(C(F)F)n3ncc(C(=O)N4CCN5CCCC5C4)c3n2)cc1 (stereo not given)	2	-21	11	0	0	0	5	3	-1.5
COc1ccc(Cl)cc1NC(=O)CSc1nc(-c2ccccc2)cc(=O)[nH]1	5	-5	28	-9	2	3	4	3	3.4
COc1ccc(S(=O)(=O)CCc2nc3ccccc3s2)cc1	6	2	0	9	6	0	0	-4	0.4
Cc1cccc(C(CC(=O)O)NC(=O)C(F)(F)F)c1 (stereo not given)	1	-8	-2	0	2	3	-22	3	-0.9
COc1ccc(CNC(=O)/C(C#N)=C/c2cccc(OC)c2OC)cc1	0	2	0	2	-1	1	9	0	1.0
CCOP(=O)(OCC)c1nc(-c2ccc(C)cc2)oc1NCc1ccccc1	-4	4	15	-4	-5	0	7	2	6.6
O=C(CCl)Oc1ccc2occ(C(=O)c3cccs3)c2c1	-3	20	0	5	2	3	2	16	-2.0
NC(=O)c1cc(-c2csc(-c3cccnc3)n2)ccc1O	-3	9	-4	2	3	3	6	-1	1.8
CCOC(=O)c1sc(NC(=O)C(C)Sc2nnc(N)s2)nc1C (stereo not given)	-3	-9	-4	6	0	1	19	0	-1.2
CN1CCN(C(=O)CC2(CC(=O)O)CCCC2)CC1	0	3	4	11	-9	0	-7	1	2.2
COc1ccc(CCC(=O)NC(C)c2ccccc2)cc1OC (stereo not given)	0	2	0	8	-3	0	12	2	-1.1
O=C1CCC(=O)N1OCCOc1ccccc1	-6	10	-6	1	3	1	-2	2	0.9
CC1CCC2(CC1)NC(=O)N(CC(=O)Nc1nc(-c3ccc(F)cc3)cs1)C2=O (stereo not given)	-2	-3	11	2	-3	0	-3	-2	2.8
O=C(c1ccco1)N1CCN(C(=S)NC2CC3CCC2C3)CC1 (stereo not given)	-1	-2	-2	3	1	3	-1	-8	1.2
O=C1C=C(c2cccc3c2sc2ccccc23)C[C@@H](c2ccc(F)cc2)C1	-3	3	·	9	-2	1	12	·	1.4
O=C(CC1C(=O)NCCN1CC1CCCCC1)NCc1cc(F)ccc1F (stereo not given)	-2	-9	-3	0	-11	0	2	-5	-0.5
CCC(C)NC(=O)C1CCCN(c2nc(C)cc(OC)n2)C1 (stereo not given)	0	-10	-5	-3	10	0	20	0	-1.0
C=C1C(=O)O[C@@H]2C[C@@H](C)[C@@H]3C=CC(=O)[C@@]3(C)[C@@H](OC(C)=O)[C@H]12	6	-3	0	-7	-7	0	24	-3	3.5
COc1ccccc1C(CNC(=O)C(C)(C)Oc1ccc(Cl)cc1)N1CCCC1 (stereo not given)	-3	-13	-3	6	6	1	14	5	-2.6
Cc1cc(C)n(-c2cc(N3CCOCC3)nc(-c3ccccc3)n2)n1	-3	3	3	5	-1	2	21	5	0.2
Cc1ccc(OCCCC(=O)Nc2ccccc2C(F)(F)F)cc1	0	-1	1	6	-11	2	-6	1	0.9
O=C1C(Cl)=C(NCC2CCCO2)C(=O)N1c1cccc(Cl)c1Cl (stereo not given)	-1	-1	1	22	6	0	20	-1	3.4
O=C(CN1CCOCC1)Nc1c(C(=O)C2CC2)oc2ccccc12	1	-3	-2	-2	0	1	-2	1	-0.7
CCC1CCCCN1C(=O)COc1ccc(S(=O)(=O)N2CCOCC2)cc1Cl (stereo not given)	-4	2	·	-2	-42	0	1	·	0.8
CC(C)C(O)C1CCN(Cc2nc(Cc3ccccc3Cl)no2)CC1 (stereo not given)	-4	6	7	-2	-7	1	25	1	2.2
